Screening data from PubChem BioAssay.
Autophagy HCS: alters autophagy in cells; MEF GFP-LC3 puncta imaging; test concentration mostly 10 µM; calls only at 10 µM (by protocol); actives 0.98% (n = 190,000);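 active = percentage of spot-positive cells more than 3 SD above its plate mean, without a fluorescence outlier flag or 80% toxicity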;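 also: spot-positive cell cutoff set from DMSO-treated cells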
West Nile antiviral: West Nile virus antiviral activity, cell-based, CPE readout (AID 1621). actives 0.02% (n = 290,000). West Nile virus-infected cells, CPE inhibition; higher % means a stronger effect. one-dose CPE inhibition, % at 10 µM; IC50 in µM for titrated hits; in the data active = a potency from the dose series; also: strong numbers were not always called active
b-catenin transl: beta-catenin nuclear translocation modulation | HeLa beta-catenin nuclear translocation, immunofluorescence imaging | nuclear translocation activity, % at 5 µM | actives 0.3% (n = 190,000);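 active = nuclear translocation activity above 50% at 5 µM, with a well cell count of 50 or more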;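 also: per-cell ratio of nuclear to cytoplasmic median beta-catenin stain intensity; plate controls were DMSO negative control for no effect and GSK-3 inhibitor IX positive control for full effect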
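Technique: fluorescence imaging of beta-catenin antibody stain plus DAPI / Material: human HeLa cell line / Incubation: compound treatment 24 h, 37°C, 5% CO2 / Read-out basis: % activation of per-cell nuclear versus cytoplasmic median beta-catenin signal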
Lipid droplet: hepatic lipid droplet formation modulation. AID 1656. inhibition, % at 6.5 µM. AML12 mouse hepatocytes, oleate lipid droplets, BODIPY imaging. actives 0.4% (n = 240,000);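 active = lipid droplet intensity inhibited by at least 50%, with more than 500 cells counted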
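Assay system: AML12 mouse liver cells | Compound: 6.5 µM single-point dosing | Schedule: Overnight exposure | Technique: Fluorescence imaging, 20x objective, two fields per well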
Myeloid diff 2: promotes myeloid progenitor differentiation | ER-HoxA9 myeloid progenitors, lysozyme-GFP differentiation, flow cytometry | calls only at 10 µM | actives 1% (n = 360,000) | AID 624256;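 active = normalized GFP-positive differentiation at or above the plate's own cutoff, the solvent-only control mean plus 3 SD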;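 also: cells exposed to compound for four days before flow analysis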
MT stabilizer: microtubule stabilizers in HeLa cells; % tubulin-high responders, % at 10 µM; HeLa tubulin immunostaining HCS, 24 h; share of cells brighter than vehicle mean+2SD; actives 0.83% (n = 200,000);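 active = plate Z-score above 3 for both tubulin-high and condensed-nucleus cell shares, with cell loss under 80%, at 10 µM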;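 also: anti alpha tubulin signal scored within the nucleus-defined area of each cell; some results filed as inactive read as strong as hits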
Insulin prom up: MIN6 insulin promoter up-regulation; actives 0.3% (n = 190,000); MIN6 insulin promoter-GFP reporter, high-content imaging; active compounds read high; AID 1625; z-score at 5 µM;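 active = z-score above 3 at 5 µM with at least 500 cells counted in the well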
T cell HTS: T cell immune modulation candidate | actives 0.068% (n = 330,000) | calls only at 7 µM | 2C CD8+ T cell-vesicle binding, flow cytometry; active compounds read low | AID 2052;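 active = response, share of CD8 T cells binding vesicles, and their 90th percentile fluorescence all below set limits, cut at about 80% in these data, passing the limit was not always enough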
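Material: 2C TCR transgenic mouse naive CD8+ T cells, MACS-purified. Also added: QL9-charged Drosophila Ld/ICAM-1/B7-1 vesicles. Timing: binding 1.5 h at 37 °C. Measured by: high-throughput flow cytometry with anti-B7-1 and anti-CD8 staining. Read-out: percent CD8+ FL2 mean versus row control. Controls: Unloaded micro-vesicles (low), QL9 vesicles with 0.7% DMSO (high).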
WT yeast gro inh: growth inhibition of WT yeast, mitochondrial fusion screen. actives 2.1% (n = 190,000). mitochondrial fusion phenotypic screen, WT strain. inhibition, % at 10 µM; in the data active = inhibition above about 58%; tested in S. cerevisiae
WT yeast gro inh mutant strain: recorded beside WT yeast gro inh, whose call it bears; inhibition, %; mitochondrial fusion phenotypic screen, mutant strain inhibition
Insulin prom up cell count: second read-out of Insulin prom up, no call of its own (marks repeat the call); cell count; measured here: cytotoxicity, nuclei count;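 total cells summed across four imaged fields per well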
Lipid droplet cells 6.5 µM: second read-out of Lipid droplet, no call of its own (marks repeat the call); cell count; measured here: cell count, cytotoxicity flag;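 cells counted across two imaged fields per well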
b-catenin transl cell count 5 µM: recorded beside b-catenin transl, whose call it bears; cell count; measured here: cell count, cytotoxicity flag
T cell HTS vesicle-bound %: second read-out of T cell HTS, no call of its own (marks repeat the call); double positive events, %; measured here: CD8+ vesicle-bound cell fraction;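 binding gate set so that unloaded-vesicle control wells show 10% double positive cells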
MT stabilizer Hoechst-high %: recorded beside MT stabilizer, whose call it bears; % Hoechst-high responders; measured here: nuclear condensation Hoechst responders;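 share of cells brighter than vehicle mean plus two SD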
MT stabilizer cytotoxicity %: recorded beside MT stabilizer, whose call it bears; toxicity, %; measured here: cytotoxicity by cell density;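 0% = mean cell density of plate MIN control wells and 100% = no cells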
Autophagy HCS cell loss 18 h: further read-out of Autophagy HCS, marked with its call; toxicity, %; measured here: cell loss, nuclei count;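 cell loss after 18 h compound exposure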
Myeloid diff 2 GFP+ MAC1+ %: recorded beside Myeloid diff 2, whose call it bears; GFP+ MAC1+ double positive, %; measured here: differentiation confirmed by MAC1 staining
The depositor's hits bear a star; i = inactive; . = no result given.

SMILES | Autophagy HCS | Autophagy HCS cell loss 18 h | West Nile antiviral | b-catenin transl | b-catenin transl cell count 5 µM | Lipid droplet | Lipid droplet cells 6.5 µM | Myeloid diff 2 | Myeloid diff 2 GFP+ MAC1+ % | MT stabilizer | MT stabilizer Hoechst-high % | MT stabilizer cytotoxicity % | Insulin prom up | Insulin prom up cell count | T cell HTS | T cell HTS vesicle-bound % | WT yeast gro inh | WT yeast gro inh mutant strain
O=C1c2ccccc2C(O)(Cc2ccccc2)N1c1ccc2c(c1)OCO2 (stereo unspecified) | i | -3 | -1.3% | -0.6 | 1034 | -12 | 604 | i | 5.2 | 3.8 | 2.4 | 9.4 | . | . | i | 17 | 1 | -4
O=C(NC1CCCCC1)N(CCN1CCCC1)Cc1cc2cc3c(cc2[nH]c1=O)OCCO3 | i | 7 | -0.1% | -0.2 | 1064 | 2 | 646 | i | 0.9 | 2.6 | 1.5 | 6.4 | 0.42 | 1879 | i | 30 | 14 | 7
O=C(NCCCO)C12CC3CC(CC(C3)C1)C2 | i | -13 | -0.3% | . | . | . | . | . | . | 3.9 | 1.6 | 5.9 | . | . | i | 22 | . | .
O=C(NCCc1ccc(O)c(O)c1)C1COc2ccccc2O1 (stereo unspecified) | . | . | 0.3% | . | . | -6 | 847 | i | 1.0 | . | . | . | . | . | i | 24 | . | .
COC(=O)c1cc(NS(=O)(=O)c2ccc3c(c2)c(=O)n(C)c(=O)n3C)cc(C(=O)OC)c1 | . | . | 0.5% | . | . | -12 | 716 | i | 1.0 | . | . | . | . | . | i | 11 | . | .
Cc1c(CCC(=O)O)c(=O)oc2c(C)c(OCc3cc4c(cc3Cl)OCO4)ccc12 | . | . | 0.1% | 0.7 | 1279 | -4 | 736 | i | 0.6 | . | . | . | 0.21 | 1031 | i | 33 | . | .
Cc1ccc(NC(=O)CSc2nnc(CNC(=O)c3cccs3)o2)c(C)c1 | i | 0 | -0.1% | -0.3 | 1120 | 1 | 731 | i | 0.2 | 5.0 | 1.8 | 7.7 | 1 | 1137 | i | 60 | -3 | 11
O=C(c1ccco1)N1CCN(S(=O)(=O)c2cccc(C(F)(F)F)c2)CC1 | i | 9 | 0.5% | -0.2 | 1172 | . | . | i | 1.8 | 7.4 | 2.0 | 6.0 | 0.73 | 1039 | i | 38 | 8 | 1
Cc1ccc(C(=O)Cn2cccn2)cc1 | i | 5 | 1.9% | 3.2 | 1106 | -4 | 675 | i | 0.3 | 4.4 | 2.9 | 7.9 | -0.21 | 1206 | i | 47 | -17 | -2
OCC1OC(Oc2cccc3ccccc23)C(O)C(O)C1O (stereo unspecified) | . | . | 0.4% | . | . | 9 | 848 | i | 0.4 | . | . | . | . | . | i | 49 | . | .
O=C(COc1ccc([N+](=O)[O-])cc1)NN=C1CCCC1 | i | -24 | -0.5% | . | . | . | . | i | 1.8 | 2.3 | 1.4 | 5.7 | . | . | i | 38 | 20 | -2
Cc1ccc(NC(=O)C2=CC(c3cccs3)=NS(=O)(=O)N2C)cc1 | . | . | 0.5% | . | . | 4 | 720 | i | 3.5 | . | . | . | . | . | i | 9 | . | .
CCCCCCCCNC(=O)CCNC(=O)c1ccc(C(C)(C)C)cc1 | i | 2 | -1.0% | -3.1 | 1030 | 10 | 836 | i | 8.6 | 1.9 | 1.3 | 9.1 | . | . | i | 9 | 48 | 19
CC(SCc1ccccc1)C(=O)NCc1ccccn1 (stereo unspecified) | i | 7 | 0.0% | 0.4 | 1022 | 0 | 703 | i | 0.1 | 3.6 | 1.2 | 7.3 | -0.43 | 1463 | . | . | -4 | -9
Cc1cc(NC(=O)CSc2nnc(-c3ccco3)n2Cc2ccco2)no1 | i | 14 | -0.2% | -6.2 | 946 | . | . | i | 0.7 | 2.0 | 2.1 | 7.3 | -0.1 | 1203 | i | 13 | 8 | 10

Next section, overlapping the part above by 3 compounds.
SMILES | Autophagy HCS | Autophagy HCS cell loss 18 h | West Nile antiviral | b-catenin transl | b-catenin transl cell count 5 µM | Lipid droplet | Lipid droplet cells 6.5 µM | Myeloid diff 2 | Myeloid diff 2 GFP+ MAC1+ % | MT stabilizer | MT stabilizer Hoechst-high % | MT stabilizer cytotoxicity % | Insulin prom up | Insulin prom up cell count | T cell HTS | T cell HTS vesicle-bound % | WT yeast gro inh | WT yeast gro inh mutant strain
CCCCCCCCNC(=O)CCNC(=O)c1ccc(C(C)(C)C)cc1 | i | 2 | -1.0% | -3.1 | 1030 | 10 | 836 | i | 8.6 | 1.9 | 1.3 | 9.1 | . | . | i | 9 | 48 | 19
CC(SCc1ccccc1)C(=O)NCc1ccccn1 (stereo unspecified) | i | 7 | 0.0% | 0.4 | 1022 | 0 | 703 | i | 0.1 | 3.6 | 1.2 | 7.3 | -0.43 | 1463 | . | . | -4 | -9
Cc1cc(NC(=O)CSc2nnc(-c3ccco3)n2Cc2ccco2)no1 | i | 14 | -0.2% | -6.2 | 946 | . | . | i | 0.7 | 2.0 | 2.1 | 7.3 | -0.1 | 1203 | i | 13 | 8 | 10
FC(F)Oc1ccc(/C=N/c2c(-c3ccc(OC(F)F)cc3)nc3n2CCS3)cc1 | i | 3 | 1.0% | 3.7 | 944 | 20 | 667 | i | 1.3 | 2.2 | 1.9 | 5.1 | -1.9 | 519 | i | 36 | -2 | 12
CCCn1cnnc1CNC(=O)C1CCC(=O)N(CCc2ccc(OC)cc2)C1 (stereo unspecified) | . | . | 0.4% | . | . | 14 | 754 | i | 3.5 | . | . | . | . | . | i | 30 | . | .
CS(=O)(=O)c1ccc2nc(NC(=O)c3ccccc3Cl)sc2c1 | . | . | -0.4% | . | . | 2 | 833 | i | 0.2 | . | . | . | . | . | i | 61 | . | .
Oc1ccc(C=Nc2ccccc2-c2nc3ccccc3[nH]2)cc1 | i | 14 | -0.2% | 2.6 | 1018 | -3 | 656 | i | 0.5 | 6.3 | 3.6 | 4.8 | 1.8 | 1415 | i | 46 | 9 | 16
CN(C)S(=O)(=O)c1ccc(C(=O)Nc2ccccc2SCCC#N)cc1 | i | 23 | -0.2% | 0.1 | 1096 | 17 | 663 | i | 0.2 | 5.3 | 1.7 | 2.7 | . | . | i | 57 | 4 | 3
CC1(C)CC(=O)c2cc(C(=O)Nn3cnnc3)c(=O)n(-c3ccccc3)c2C1 | i | -69 | 0.0% | -1.6 | 1096 | 0 | 772 | i | 1.0 | 8.5 | 2.4 | 5.8 | 0.07 | 1135 | i | 33 | 14 | 17
Cc1oc(S(=O)(=O)N2CCOCC2)cc1C(=O)Nc1ccc(Cl)cc1 | . | . | -0.6% | -0.2 | 1296 | 6 | 759 | i | 0.3 | . | . | . | -0.87 | 1093 | i | 26 | . | .
CCOc1c(Br)cc(CNC2CCCCCCC2)cc1OC | i | 15 | -0.7% | -2.2 | 1103 | -2 | 611 | i | 0.5 | 3.0 | 2.1 | 0.6 | -1.1 | 1024 | i | 14 | 30 | 31
COc1ccc(S(=O)(=O)N2CCC(C(=O)N[C@@H](C)C(=O)NCc3ccncc3)CC2)cc1 | . | . | 0.4% | . | . | 11 | 666 | i | 0.5 | . | . | . | . | . | i | 32 | . | .
CCOC(=O)N1CCN(S(=O)(=O)c2ccc(F)c(C(=O)Nc3cc(C)cc(C)c3)c2)CC1 | i | -8 | -0.6% | -0.7 | 1062 | -10 | 581 | i | 0.8 | 3.2 | 2.2 | 2.1 | -0.2 | 1234 | i | 58 | -9 | -50
COC(=O)c1ccc2c(c1)N(Cc1nc(-c3cccc(C)c3)oc1C)C(=O)C1CCCN21 (stereo unspecified) | i | 8 | -0.2% | . | . | . | . | . | . | 3.0 | 3.3 | 3.5 | 0.99 | 962 | . | . | 15 | 0
CCOc1cc(NC(=S)Nc2cccc(OC)c2)c(OCC)cc1NC(=O)C1CC1 | i | 1 | 0.9% | . | . | . | . | i | 1.3 | 1.2 | 1.7 | 4.6 | . | . | i | 54 | 22 | 11
O=C(Cc1cn(Cc2cccc(Cl)c2)c2ccccc12)N1CCCCCC1 | i | -5 | -2.2% | . | . | -39 | 684 | i | 2.2 | 4.7 | 2.1 | 9.1 | -0.34 | 1242 | i | 50 | 68* | 23*
C=CCOc1cccc(C2C(C(=O)c3ccco3)=C(O)C(=O)N2Cc2cccnc2)c1 (stereo unspecified) | . | . | 0.1% | . | . | -11 | 817 | i | 0.0 | . | . | . | . | . | i | 10 | . | .
COc1ccccc1C(=O)N(C1=NC(C)CS1)c1ccc(Cl)cc1 (stereo unspecified) | . | . | -0.8% | . | . | -16 | 771 | i | 0.9 | . | . | . | . | . | i | 11 | . | .
Cn1c(=NC(=O)CSCC(=O)N2CCCCC2)sc2ccccc21 | i | -2 | -0.2% | -2.9 | 1265 | 23 | 786 | i | 0.6 | 1.2 | 1.5 | 8.2 | -0.87 | 1323 | i | 55 | 1 | 21
COc1ccc(/C=N\NC(=O)c2cc3c(ccc4ccccc43)o2)cc1O | . | . | 1.6% | . | . | 4 | 656 | i | 1.2 | . | . | . | . | . | i | 17 | . | .
CCOc1ccccc1N1CCN(Cc2cccc(OC)c2OC)CC1 | i | -2 | -0.2% | -1.3 | 875 | . | . | i | 1.5 | 1.9 | 1.8 | 5.3 | 1.9 | 933 | i | 46 | -37 | -38
Cc1cc(C(=O)OCC(=O)c2ccc(Br)s2)c(C)o1 | i | 4 | . | -3.5 | 1049 | . | . | . | . | 2.4 | 2.6 | 8.7 | -0.41 | 1192 | i | 67 | 19 | 10
COc1cc(CNCc2ccccn2)ccc1OCc1ccc(Cl)cc1Cl | i | -18 | -0.6% | 2.1 | 1209 | . | . | i | 1.1 | 4.7 | 2.3 | 4.8 | -0.39 | 1592 | i | 57 | 63 | 72
